Assay outcomes (PubChem BioAssay)
HEK293 tox – cytotoxicity in counter-screen for GLP-1R inverse agonists. hit rate 0.13% among 410,000. Potency, µM (series often up to 38.3 µM), for the others: at the top dose activity change, negative = inhibition, actives largely listed as inhibitors. HEK293 cAMP-luciferase reporter cells, luminescence, 24 h;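 also: loss of luciferase light is scored as toxicity; potency is read from the fitted curve at half-maximal effect; % is scaled to controls: 0 for no effect and ±100 for the full control effect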
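Quantitative HTS format, 1536 wells, 200 cells/uL seeded. Compounds: 23 nL, 24 h, 37 °C. Detection: luciferase reagent, luminescence at 12 min RT; decreased signal taken as cytotoxic.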
PTHR1 ag – agonists of human PTHR1 parathyroid hormone receptor. HEK293 GP2 PTHR1 cells, GloSensor cAMP luminescence, 1 h. Potency, µM (top dose mostly 115 µM), for the others: top-dose activation, hits mostly activators. hit rate 0.075% among 410,000. AID 743266; also: potency is read from the fitted curve at half-maximal effect; nearly all actives have a fitted effect of over 55% in size; some results filed as inactive show a strong effect at the top dose; inactives centre near -15; many of its hits are not listed in these tables
Target sequence (Q03431 whole entry, looked up): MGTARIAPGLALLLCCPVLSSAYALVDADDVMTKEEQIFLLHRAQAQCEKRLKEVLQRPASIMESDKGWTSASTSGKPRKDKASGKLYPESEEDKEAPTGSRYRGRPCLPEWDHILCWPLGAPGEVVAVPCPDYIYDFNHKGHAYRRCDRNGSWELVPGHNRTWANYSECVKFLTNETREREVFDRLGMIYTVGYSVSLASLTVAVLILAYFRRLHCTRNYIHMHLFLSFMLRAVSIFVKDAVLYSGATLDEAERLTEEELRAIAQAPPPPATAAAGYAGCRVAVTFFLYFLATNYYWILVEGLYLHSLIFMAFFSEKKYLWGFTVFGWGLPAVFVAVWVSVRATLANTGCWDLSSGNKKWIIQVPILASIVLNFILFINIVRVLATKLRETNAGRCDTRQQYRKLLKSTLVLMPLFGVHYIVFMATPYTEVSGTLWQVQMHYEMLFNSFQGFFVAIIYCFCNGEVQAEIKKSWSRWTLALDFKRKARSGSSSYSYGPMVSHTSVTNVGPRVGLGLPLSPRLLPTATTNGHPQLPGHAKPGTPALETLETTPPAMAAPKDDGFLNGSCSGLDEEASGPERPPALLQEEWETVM
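HEK-293-derived GP2 cells expressing PTHR1 and a GloSensor cAMP reporter, 3,000/well, plated overnight, given luciferin plus IBMX (each 0.5 mM as added) for 1 h at 37 °C, then compound for 1 h at 37 °C. Luminescence was read after 15 min at room temperature.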
FUS yeast rescue – rescues growth of FUS-expressing yeast | AID 1347120 | S. cerevisiae FUS-expressing, growth rescue, OD600, 24 h | Potency, µM (series often up to 76.6 µM), for inactives: at the top dose growth rescue (activation), hits mostly activators | hit rate 0.24% among 390,000;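 also: potency is read from the fitted curve at half-maximal effect; plate controls were DMSO vehicle for no effect and reference control for full effect; nearly all actives have a fitted effect of over 55% in size; some results filed as inactive show a strong effect at the top dose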
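S. cerevisiae expressing FUS from galactose induction served as the toxicity model. Growth after 24hr at 30C, read as absorbance at 600 nm, indicates suppression of toxicity; compounds dosed at several concentrations.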
Abeta rescue – compounds reversing amyloid beta toxicity in yeast; yeast expressing A-beta42, growth rescue, OD600, 48 h; response scale: 0% DMSO, 100% iron-clioquinol control; Potency, µM (top dose mostly 46.1 µM), without a hit: at the highest dose growth rescue, hits mostly activators; hit rate 0.063% among 410,000; AID 1347071; also: potency is read from the fitted curve at half-maximal effect; nearly all actives have a fitted effect of over 55% in size
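Yeast growth medium received pinned compounds, then yeast cells expressing toxic A-beta were added; plates incubated at 30 C for 48 hr. Growth read as absorbance at 600 nm, normalized to DMSO and equimolar FeCl3 plus clioquinol controls.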
Mm-Cpn inhibitor – inhibitors of Methanococcus maripaludis chaperonin (MmCpn) | purified Mm-Cpn ATPase, ADP Transcreener TR-FRET | Potency, µM (top dose mostly 76.9 µM), for the others: at the highest dose activity, negative = inhibition, most hits filed as inhibitors | hit rate 0.031% among 330,000; also: potency is read from the fitted curve at half-maximal effect; % is scaled to controls: 0 for no effect and ±100 for the full control effect; nearly all actives have a fitted effect of over 80% in size
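ATP (10 uM final) was added to archaeal chaperonin (25 nM final) after 10 min exposure to test compound at 37°C; after 30 min further incubation, ADP was detected by competitive TR-FRET.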
TDP-43 yeast inh – rescues yeast growth from TDP-43 toxicity; hit rate 1.8% among 410,000; Potency, µM (highest dose often 46.1 µM), inactives show top-dose growth rescue (activation), usual class: activators; AID 652104; TDP-43 expressing yeast growth rescue, BacTiter-Glo, 24 h; also: potency is read from the fitted curve at half-maximal effect; % of control where 0% means no effect; nearly all actives have a fitted effect of over 50% in size
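Galactose-induced TDP-43 yeast, OD600=0.02, compound pinned; 24 hr, 30 deg C; BacTiter-Glo luminescence for growth. Inhibitors of TDP-43 toxicity read as activators.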
Akt phos inh – inhibitors of Akt phosphorylation; activity change, % for hits at 50 µM; Neuro2A IGF-stimulated pAkt S473 HTRF, 20 min; stronger effect = lower value; hit rate 0.32% among 360,000; AID 651550; in the data active = activity change below about -80%; inconclusive = mostly about -51% to -80%; also: % is scaled to controls: 0 for no effect and ±100 for the full control effect
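Single-point screen (50 µM final compound) in Neuro2A cells stimulated 20 min with 6 nM IGF at 37 deg C. After lysis, Ser473-phosphorylated Akt read by HTRF (ex 330 nm, em 615/665 nm) as the 665/615 ratio.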
aSyn yeast inh – rescues yeast growth from alpha-synuclein toxicity; Yeast expressing alpha-synuclein, growth rescue, BacTiter-Glo, 24 h; Potency, µM (highest dose often 46.1 µM), for inactives: at the highest dose growth rescue (activation), most hits filed as activators; hit rate 0.14% among 370,000; AID 652106; also: potency is read from the fitted curve at half-maximal effect; % of control where 0% means no effect; nearly all actives have a fitted effect of over 65% in size
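Readout is rescue of growth in alpha-synuclein-expressing yeast, so inhibitors of toxicity appear as activators. Growth after 24 hr at 30 deg C in galactose medium is quantified by luminescence.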
GLP-1R inv ag – inverse agonists of human GLP-1 receptor; HEK293 GLP-1R CRE-luciferase, luminescence, 24 h; GLP-1R form is constitutively active; Potency, µM (highest dose often 38.3 µM), without a hit: at the highest dose activity change, negative = inhibition, usual class: inhibitors; hit rate 1.6% among 410,000; AID 624417; also: potency is read from the fitted curve at half-maximal effect; % is scaled to controls: 0 for no effect and ±100 for the full control effect; nearly all actives have a fitted effect of over 55% in size
Target sequence (P43220 whole entry, looked up): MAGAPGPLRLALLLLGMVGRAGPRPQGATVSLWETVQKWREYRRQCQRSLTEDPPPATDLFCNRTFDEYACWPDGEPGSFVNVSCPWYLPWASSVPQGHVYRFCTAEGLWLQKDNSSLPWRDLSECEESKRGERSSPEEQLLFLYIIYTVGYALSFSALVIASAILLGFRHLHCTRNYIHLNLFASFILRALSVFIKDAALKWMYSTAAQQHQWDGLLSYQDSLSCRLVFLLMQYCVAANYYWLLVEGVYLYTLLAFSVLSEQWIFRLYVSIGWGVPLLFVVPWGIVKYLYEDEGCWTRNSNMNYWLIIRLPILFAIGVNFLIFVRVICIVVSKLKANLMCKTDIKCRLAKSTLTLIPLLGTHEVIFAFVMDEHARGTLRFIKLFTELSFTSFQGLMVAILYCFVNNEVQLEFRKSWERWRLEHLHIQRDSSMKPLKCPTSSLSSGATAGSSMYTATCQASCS
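qHTS in 1536-well format: reporter HEK293 cells expressing constitutive GLP-1R activity in DMEM + 10% Nu serum, 24 hr with compounds at 37 deg C, luminescence read after 12 min with detection reagent.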
Starred values were filed as active, the others as inactive; i = inactive; ? = inconclusive; · = no result given; [ ] = dose if it differs, or a comment. Unless noted, calls follow the shape of the dose curve; as a rule, active = well fitted curve in the direction sought with a large enough effect; inconclusive = small, poorly fitted or top-dose-only effect, or another doubt; inactive = no such curve, though single readings can be large; an effect the other way counts as inactive or inconclusive. Not all compounds are listed. The share of hits here may be higher or lower than overall.

Results follow in this order: Abeta rescue	HEK293 tox	FUS yeast rescue	PTHR1 ag	GLP-1R inv ag	Akt phos inh	TDP-43 yeast inh	aSyn yeast inh	Mm-Cpn inhibitor
> O=C(c1cccc(F)c1)N1CCN(C(=O)c2nn3cccnc3c2Cl)CC1
    0.0%	6.0%	11.1%	i	9.4%	i	9.2%	4.3%	0.3%
> CC(=O)N1CCCC1c1nc2ccccc2n1Cc1ccccc1C (configuration not stated)
    0.3%	-10.7%	-5.2%	i	3.9%	·	15.3%	·	·
> CC12CCC(O)CC1=CCC1C2CCC2(C)C(c3ccn[nH]3)CCC12 (configuration not stated)
    ?	-14.1%	38.4%	-22.3%	8.9%	i	-7.5%	?	·
> CCC(C(=O)Nc1ccc([N+](=O)[O-])cn1)c1ccccc1 (configuration not stated)
    0.0%	5.0%	1.3%	-23.9%	?	i	0.0%	-10.1%	-0.8%
> CCCCc1cc(=O)oc2cc(C)cc(OCC(=O)N3CCC(C(=O)O)(c4ccccc4)CC3)c12
    -8.1%	-5.2%	?	-14.4%	15.7%	i	8.4%	6.7%	1.4%
> O=c1c(S(=O)(=O)c2ccccc2)cn(Cc2ccc(F)cc2)c2cc(N3CCOCC3)c(F)cc12
    0.2%	-6.2%	-5.4%	-5.5%	20.2%	·	0.5%	·	·
> O=C(Nc1ccc(F)cc1)c1cccc(N2C(=O)C3C4C=CC(C5CC45)C3C2=O)c1 (configuration not stated)
    4.3%	-10.9%	4.6%	-36.5%[inhibitor]	?	i	-5.3%	-9.1%	-0.5%
> Cc1c(Cl)c([N+](=O)[O-])nn1Cc1ccc(C(=O)N/N=C\c2cc(Cl)ccc2O)o1
    -12.6%	-22.5%	9.6%	-14.8%	?	i	13.5%	1.2%	-7.0%
> O=C(Cc1ccc(Cl)cc1)NC1CCCN(Cc2ccccc2F)C1 (configuration not stated)
    12.0%	1.8%	-17.2%	-0.6%	?	i	5.9%	0.9%	-4.0%
> N#Cc1c2n(c(=S)n(-c3ccc(OC(F)F)cc3)c1=O)CCCCC2
    6.4%	-8.2%	0.5%	-25.6%	-18.3%	i	11.1%	-0.5%	-1.8%
> COc1ccc(NC(=O)Cn2c(=O)n(-c3ccc(C)c(C)c3)c(=O)c3c(C)c(C)sc32)cc1
    -4.3%	-13.6%	33.0%	i	3.2%	·	3.4%	·	·
> CC1(CCl)N([O-])C2=C(CCCC2)[N+]1=O (configuration not stated)
    -21.8%	-5.3%	8.7%	i	5.7%	i	-7.3%	4.7%	-0.1%
> CC(C)(C)C1CCC(=NNC(=O)C2COc3ccccc3O2)CC1 (configuration not stated)
    -11.5%	-1.0%	16.7%	63.5%	-25.8%	i	-0.8%	-7.2%	2.6%
> COc1ccc(CCNS(=O)(=O)c2cccc(C)c2)cc1OC
    4.3%	3.3%	2.9%	-11.5%[57.5 µM]	0.0%	i	-9.4%	10.1%	2.8%
> Cc1ccc(-c2cc(C(=O)N/N=C/c3c[nH]c4ccccc34)[nH]n2)cc1
    9.2%	?	-7.3%	i	?	i	-6.4%	-7.3%	-0.7%
> O=c1ccc2cc(S(=O)(=O)N3CCN(c4ccc(Cl)cc4)CC3)ccc2o1
    5.8%	9.3%	-4.0%	i	11.0%	i	21.4%	-0.6%	-0.5%
> CC(=O)Nc1ccc(S(=O)(=O)N2CCN(c3nc(C)cc(C)n3)CC2)cc1
    -1.6%	-16.7%	-11.9%	i	10.2%	i	7.0%	-3.5%	-3.0%
> COc1ccc(O)c(-c2c(-c3ccc(Cl)cc3)n[nH]c2C)c1
    8.4%	13.4%	24.3%	5.1%	10µM*	i	-0.9%	-2.9%	-0.9%
> Cc1ccc(CCNC(=O)c2ccc(CNS(=O)(=O)c3ccc(C)cc3)cc2)cc1
    -2.6%	-5.1%	0.1%	i	5.6%	·	8.0%	-7.2%	·
> O=C1Nc2ccccc2C(=O)N2[C@H](c3cccc(Br)c3)[C@@H]3C(=O)N(Cc4ccccc4)C(=O)[C@@H]3[C@H]12
    5.2%	1.1%	-21.6%	i	13.5%	i	23.8%	4.5%	1.0%
> Cc1cc(C(=O)NCc2cc(F)cc3c2OCOC3)nn1C
    -11.5%	-1.7%	2.0%	i	23.8%	i	14.0%	8.2%	1.6%
> CC(C)(C)OC(=O)N1CCC(C(=O)Nc2cccc(C(=O)NCCc3ccccc3)c2)CC1
    -1.6%	2.1%	13.1%	-40.7%[inhibitor]	-14.7%	i	20.6%	0.5%	·
> CCC1CCCCN1CCCNC(=O)c1ccc(N2CCOCC2)c(NS(=O)(=O)c2ccc(OC)cc2)c1 (configuration not stated)
    -3.1%	-7.1%	8.3%	-16.7%	-10.5%	i	-20.4%[1.82 µM]	-3.6%	0.5%
> O=CNCCCc1nc2ccccc2n1CCc1ccccc1
    -5.8%	1.6%	24.5%	i	-4.7%	i	-10.6%	-4.8%	0.3%
> O=[N+]([O-])c1cccc(/C([O-])=C(/C(=S)Nc2ccccc2F)[n+]2ccccc2)c1
    12.7%	-6.8%[0.307 µM]	6.6%	i	4.6%[0.307 µM]	i	-9.7%	5.1%	-1.9%
> CCOC(=O)c1ccc(NC(=O)NCc2ccccc2)cc1
    2.4%	-10.1%	7.5%	i	?	i	1.1%[9.22 µM]	-5.0%	0.3%
> O=C(NCc1ccco1)c1ccc2c(=O)n(CC3CCCO3)c(=S)[nH]c2c1 (configuration not stated)
    -3.0%	-12.8%	18.6%	-12.2%[57.5 µM]	2.8%	i	11.8%	6.0%	-5.2%
> Cc1nc(NC(=O)c2cc3ccccc3o2)ccc1Br
    -10.3%	-0.4%	·	i	10.7%	i	-14.6%	-18.5%	-11.0%
> COc1cccc(-c2c(NC(=O)c3ccco3)oc3ccccc3c2=O)c1
    0.9%	5.5%	-6.0%	i	17.4%	i	8.4%	0.8%	-1.9%
> CCOc1ccc(-n2c(-c3ccccc3)c[n+]3c2CCCCC3)cc1
    -9.7%	1.8%	-10.9%	-39.8%[inhibitor]	?	i	9.5%	0.1%	?

With a hit mark in GLP-1R inv ag (from the list above):
Structure | PTHR1 ag | GLP-1R inv ag | Akt phos inh | Mm-Cpn inhibitor
COc1ccc(O)c(-c2c(-c3ccc(Cl)cc3)n[nH]c2C)c1 | 5.1% | 10µM* | i | -0.9%

Next section
Results follow in this order: Abeta rescue	HEK293 tox	FUS yeast rescue	PTHR1 ag	GLP-1R inv ag	Akt phos inh	TDP-43 yeast inh	aSyn yeast inh	Mm-Cpn inhibitor
> CC(Sc1nnc(C2CCCCC2)n1N)C(=O)NCc1ccc2c(c1)OCO2 (configuration not stated)
    -2.9%	-2.6%	9.5%	5.7%[57.5 µM]	-25.5%	i	3.7%	-6.0%	0.5%
> COc1ccc(C(=O)NNC(=O)c2ccc(C(C)(C)C)cc2)cc1
    9.9%	-18.9%	-3.6%	-2.4%	-0.1%	i	-8.4%	4.8%	-0.1%
> NS(=O)(=O)c1cccc(NC(=O)CSc2nnc(-c3ccccc3)o2)c1
    9.3%	10.4%	·	i	20.3%	i	7.5%	1.4%	-2.6%
> CCC1CCCCN1C(=O)CCCc1ccccc1 (configuration not stated)
    -5.1%	4.8%	-12.7%	29.2%	?	i	24.0%	4.3%	1.1%
> Cc1noc(C)c1CSc1nnc(-c2ccccc2)n1Cc1ccco1
    5.4%	-13.8%	16.1%	i	3.7%	i	-12.2%	-2.7%	-2.3%
> Cc1cc(C)c(C#N)c(SCC(O)CS(=O)(=O)Cc2ccccc2)n1 (configuration not stated)
    -8.9%	-1.5%	-11.0%	-0.9%[57.5 µM]	2.3%	i	6.4%	13.3%	0.5%
> CCOC(=O)C1=CN(Cc2cccc(F)c2)S(=O)(=O)NC1c1ccc(Br)cc1F (configuration not stated)
    8.5%	0.9%	15.6%	-28.9%	10µM*	i	15.8µM*	0.4%	4.4%
> Cc1ccccc1NC(=O)Cc1nc(COC(=O)Cc2ccccc2F)cs1
    0.8%	5.1%	12.9%	-47.3%[inhibitor]	-11.9%	i	?	0.4%	-0.4%
> COc1ccc(-c2noc(CSc3nc4ccccc4c(=O)n3-c3ccccc3)n2)cc1
    6.8%	-6.5%	7.3%	-9.7%	0.1%	i	-19.6%	6.5%	0.6%
> CCCc1nn(C)c(C(=O)Nc2ccc(Cl)cc2)c1Cl
    -35.2%	1.1%	21.0%	-18.5%	?	i	-8.6%	-11.4%	-4.4%
> COc1cccc(N2CCN(C(=O)CN3CCSc4ccc(S(=O)(=O)N(C)C)cc43)CC2)c1
    -14.2%	1.9%	14.5%	-13.1%	4.4%	·	20.0%	-4.8%	·
> CCOC(=O)C1CCN(C(=O)c2cc(CN3C(=O)c4ccccc4C3=O)ccc2OCC)CC1
    5.6%	-13.5%	41.2%	i	29.9%	i	-11.9%	-3.0%	2.3%
> COCCCNC(=O)CSc1nc2cc3c(cc2c(=O)n1CCCCCC(=O)NCc1ccc2c(c1)OCO2)OCO3
    -10.1%	3.8%	4.1%	i	5.5%	·	17.2%	·	·
> CSc1cccc(NC(=S)N2CCC(N(C)C3CCCCCC3)CC2)c1
    3.2%	?	5.0%	i	?	i	-9.9%	1.0%	-1.4%
> CC(C)(O)C#Cc1ccc(CN2CCCC(CO)(Cc3cccc(Cl)c3)C2)cc1 (configuration not stated)
    3.5%	-23.9%	11.0%	-1.7%	?	i	9.5%	5.4%	-6.1%
